SMARCA2 activ: increases SMARCA2 function in MMTV reporter cells; MG213 cells, MMTV-luciferase reporter, dexamethasone, overnight; activation, % at 9.1 µM; 370,000 tested, 1% active; in the data active = activation above about 7.8%;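 note: 0% = vehicle wells and 100% = reference activator wells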
GAA850 FXN act: frataxin GAA850 promoter activation; HEK293 lucGAA850 FXN promoter luciferase reporter, 24 h; percent of 10 µM SAHA response; activation, % at 6 µM; 360,000 tested, 0.56% active; AID 540364;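 active = activation above the average of all compounds screened plus 3 SD, cutoff fixed separately per campaign, cut at about 7.5% in these data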;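 note: 0% = DMSO wells and 100% = 10 µM SAHA wells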
NPR1 activator: GC-A (human) enzyme activation. P16066. HEK293 GC-A cells, cGMP TR-FRET, EC30 ANP; 0% at EC30 ANP, 100% saturating ANP. AID 1671463. activation, % at 10 µM. 370,000 tested, 0.14% active; in the data active = activation above about 40%
HGIII-sPLA2 inh: Blocks human group III sPLA2 activity | AID 743126 | Q9NZ20 | 370,000 tested, 0.56% active | inhibition, % at 12.2 µM | QFRET BODIPY PC-A2 liposome hydrolysis, fluorescence;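 active = inhibition above mean plus 3 SD of compounds lying within the high and low control bounds, cut at about 19% in these data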;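 note: 0% = median of test compound wells and 100% = no enzyme DMSO wells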
NPR2 activator: GC-B (human) receptor activation. P20594. HEK293-GC-B cells, CNP EC30, cGMP TR-FRET; 0% at EC30 CNP, 100% saturating CNP. activation, % at 10 µM. 370,000 tested, 0.11% active;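 active = activation at 10 µM reaching about 35% in either raw or pattern-adjusted values, limit read from the data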
hgDAF-12 ag: hgDAF-12 agonism, primary luciferase screen | HEK293 GAL4-hgDAF12 UAS-luciferase reporter, agonist luminescence; normalized to butyrate control | activation, % at 6.8 µM | 370,000 tested, 1.8% active | AID 687014;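 active = activation above a cutoff set at the mean of all screened compounds plus 3 SD, cut at about 10% in these data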;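 note: 0% = DMSO wells and 100% = sodium butyrate wells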
hcDAF12 agonist: activates DAF-12 receptor from parasite H. contortus; activation, % at 6.8 µM; 370,000 tested, 1.4% active; HEK293 hcDAF-12 lit1-tk-luc reporter, luminescence; 0% DMSO, 100% Δ7-dafachronic acid; AID 652067;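 active = activation above the mean of all tested compounds plus 3 SD, cut at about 5.5% in these data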;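 note: 100% = response to 3 µM Δ7-dafachronic acid high control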
ADAM10 inh: ADAM10 inhibition, QFRET primary screen. recombinant ADAM10, EDANS/DABCYL FRET peptide cleavage, 3 h. inhibition, % at 7 µM. 370,000 tested, 0.62% active;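 active = inhibition above a per-campaign cutoff equal to the mean of compounds falling between control-based bounds plus 3 SD, cut at about 20% in these data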;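 note: 0% = DMSO wells while the 100% control is not disclosed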
Target sequence (O14672 214-748 limits assumed): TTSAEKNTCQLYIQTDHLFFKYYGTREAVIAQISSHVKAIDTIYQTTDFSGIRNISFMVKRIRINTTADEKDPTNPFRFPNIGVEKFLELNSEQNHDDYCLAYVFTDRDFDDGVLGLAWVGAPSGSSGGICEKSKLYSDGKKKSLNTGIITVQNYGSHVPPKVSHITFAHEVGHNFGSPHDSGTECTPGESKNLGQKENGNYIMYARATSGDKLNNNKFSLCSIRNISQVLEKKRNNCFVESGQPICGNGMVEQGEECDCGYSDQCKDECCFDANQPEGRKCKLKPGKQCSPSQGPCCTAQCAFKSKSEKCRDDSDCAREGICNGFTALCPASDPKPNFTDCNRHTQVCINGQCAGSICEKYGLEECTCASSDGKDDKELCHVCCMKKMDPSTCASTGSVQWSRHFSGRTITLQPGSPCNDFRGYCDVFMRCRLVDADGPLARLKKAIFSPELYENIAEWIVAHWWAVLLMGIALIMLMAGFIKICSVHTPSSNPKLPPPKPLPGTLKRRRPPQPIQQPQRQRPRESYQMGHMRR
ssDAF12 agonist: S. stercoralis DAF-12 activation, primary screen. HEK293 ssDAF-12/GRIP1 lit1-tk-luc reporter, luminescence; % of 3 µM dafachronic acid response. activation, % at 6.8 µM. 370,000 tested, 1% active. AID 652126;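 active = activation above the mean over all tested compounds plus 3 SD, cut at about 0.9% in these data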;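 note: 0% = DMSO-only wells and 100% = 3 µM delta7-dafachronic acid wells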
DAX1 inh-1: inhibitors of human orphan nuclear receptor DAX1 (NR0B1). P51843. AID 504766. 340,000 tested, 0.99% active. inhibition, % at 6.75 µM. HEK293 Gal4-DAX1 luciferase reporter, luminescence;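 active = inhibition above the mean over all tested compounds plus 3 SD, cut at about 4.2% in these data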;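 note: 0% = DAX1-transfected cells with DMSO and 100% = empty-vector control cells with DMSO; inhibition shows as a rise in luminescence from relieved DAX1 repression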
Target sequence (P51843 207-470 limits assumed): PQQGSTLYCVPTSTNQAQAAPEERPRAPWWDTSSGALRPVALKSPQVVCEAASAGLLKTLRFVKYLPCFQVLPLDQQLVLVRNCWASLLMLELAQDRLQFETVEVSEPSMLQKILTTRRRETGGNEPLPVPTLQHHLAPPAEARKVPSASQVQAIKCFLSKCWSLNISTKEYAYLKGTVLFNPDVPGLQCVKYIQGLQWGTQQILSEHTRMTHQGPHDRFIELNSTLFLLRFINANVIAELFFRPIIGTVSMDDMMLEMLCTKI
DAX1 inh-2: blocks DAX1 repression of SF-1 activated StAR promoter; AID 652010; inhibition, % at 6.8 µM; HEK293T StAR-luciferase reporter, SF-1/DAX-1 repression relief; 370,000 tested, 1.1% active;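 active = inhibition above the mean over all tested compounds plus 3 SD, cut at about 3.6% in these data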;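 note: 0% = DAX-1 cells with DMSO and 100% = cells lacking DAX-1 with DMSO; higher inhibition means more luminescence from relief of DAX-1 repression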
Numbers without * were called inactive; nt = no result given.

SMILES	SMARCA2 activ	GAA850 FXN act	NPR1 activator	HGIII-sPLA2 inh	NPR2 activator	hgDAF-12 ag	hcDAF12 agonist	ADAM10 inh	ssDAF12 agonist	DAX1 inh-1	DAX1 inh-2
NC(=O)SC/C(=N\S(=O)(=O)c1ccccc1)Nc1ccccc1	-0.3	0.7	-0.7	-7.0	1.8	-1.3	1.2	-1.9	-0.2	0.7	-0.1
CCc1ccc(NC(=O)CCc2ccc(CC)o2)cc1	1.5	0.3	-0.2	-30.5	-1.1	2.2	-0.6	1.2	-1.3	0.8	-0.1
CCCn1nc(NC(=O)c2ccco2)c2cc3ccc(C)cc3nc21	0.9	0.5	6.7	-3.5	-1.1	-2.1	-2.1	-171.3	-1.4	0.0	-0.6
Cc1nn(C(C)C(=O)NC2C(=O)N3C(C(=O)O)=C(CSc4nnnn4C)CSC23)cc1Cl (stereo unspecified)	3.2	0.8	-0.1	2.9	-0.1	-2.2	0.1	3.8	-2.0	0.9	0.0
COc1ccccc1NC(=O)CSc1nnc(Cc2cccn2C)n1CCc1ccccc1	-2.0	-0.8	-12.4	-27.3	-5.5	0.3	0.3	1.6	-1.8	-0.8	0.9
Cc1cccn2c(=O)c(C(=O)NCCCN3CCCCC3C)c(O)nc12 (stereo unspecified)	-2.1	0.8	1.7	2.1	5.2	-0.8	-0.5	-87.2	-0.8	0.1	0.1
COc1cccc(NC(=O)CSCC(=O)Nc2ccccc2)c1	-0.1	1.0	nt	-5.4	nt	0.8	-0.7	-1.1	-0.9	-0.2	0.2
CCCCn1c(N)c(N(CC(C)C)C(=O)CC2CCCC2)c(=O)[nH]c1=O	-1.1	-4.6	1.4	9.9	0.5	-2.0	-0.9	-13.4	-0.8	-0.5	-1.4
Cc1ccccc1CNS(=O)(=O)c1ccc2c(c1)C(C)(C)C(=O)N2C	-3.0	2.7	3.9	2.6	-1.0	-0.2	-0.7	-3.6	0.3	-0.2	0.0
CCOC(=O)C1C(c2cccs2)NC(=O)NC1(O)C(F)(F)F (stereo unspecified)	-3.1	-0.7	2.9	-3.4	-0.5	24.2*	-1.7	-1.6	-0.4	0.5	0.1
CC(C)C(=O)Nc1nnc(Sc2ccc(N(C)C)cc2)s1	-1.0	1.1	1.2	-5.4	3.7	3.1	1.4	-3.4	-0.9	-0.6	-0.2
Cc1ccc(OCCOCCN2CCCCC2)c([N+](=O)[O-])c1	0.9	0.6	-0.5	-2.5	-0.7	1.1	-0.1	-2.8	-1.1	0.7	0.0
O=C1NN(c2ccc(F)cc2)C(=O)/C1=C\c1cnn(-c2ccccc2)c1	-0.6	nt	-0.4	0.6	-4.9	1.1	1.3	10.0	-1.2	nt	-0.7
O=C(CN1C(=O)C2C3C=CC(C3)C2C1=O)Nc1cccc2c1CCCC2 (stereo unspecified)	0.4	1.8	-3.0	-1.2	0.0	1.2	-2.3	-5.1	-0.8	1.7	0.5
CCOC(=O)c1cccc(S(=O)(=O)N2CCOCC2)c1	-1.8	-0.4	-3.3	0.4	-0.2	-0.2	-0.5	-4.8	-1.5	-0.5	-0.7
CC(O)CN(CC(C)O)c1ccc2c(c1)Cc1cc([N+](=O)[O-])ccc1-2 (stereo unspecified)	-3.4	3.2	45.2*	-7.9	27.4	4.5	1.3	2.3	-0.5	-1.3	-2.7
NS(=O)(=O)c1ccc(-n2cccc2C=O)cc1	-2.7	-1.3	4.5	3.7	-2.7	-0.2	-1.6	-6.3	-1.2	-0.4	0.0
CC(C)OC(=O)c1nnn(-c2nonc2N)c1CN1CCc2ccccc2C1	-1.8	-0.5	0.5	-6.8	-1.3	-0.3	-1.0	10.5	-0.3	-0.1	0.2
COc1cc2cnc(-c3ccccc3)c(C(=O)c3ccc(F)cc3)c2cc1OC	0.4	-0.8	-3.2	-1.5	-1.1	-0.8	-2.9	5.8	-1.4	-1.1	-0.7
CCOC(=O)C1=CCN(S(=O)(=O)c2ccc(C)cc2)C1c1ccc(C)cc1 (stereo unspecified)	0.4	nt	-2.1	-7.1	3.1	0.6	-1.6	6.0	-1.9	nt	-1.2
O=C(O)CCN1C(=O)/C(=C\c2cccc(OCC(=O)Nc3ccc(Cl)cc3)c2)SC1=S	0.9	2.5	-6.2	-22.1	-6.3	-1.2	-2.0	4.3	-0.6	0.9	1.1
CCOc1ccc(NC(=S)NCCCn2ccnc2)cc1	-5.3	0.0	-2.2	13.8	3.1	-0.3	0.7	1.9	-1.1	0.8	-0.3
Nc1ncc(-n2cncn2)c(-c2ccccc2)n1	1.9	1.5	3.6	-3.3	1.8	1.1	-0.7	-4.6	-0.8	0.6	0.5
O=C(NCc1ccccc1Cl)c1cnc2ccccc2n1	-2.1	2.7	3.1	-4.3	-5.7	-0.2	2.0	3.7	-0.7	0.3	-0.2
CN(Cc1ccccn1)C(=O)CC1C(=O)NCCN1Cc1cccc(Oc2ccccc2)c1 (stereo unspecified)	1.6	1.4	1.8	0.0	6.2	1.5	1.2	3.2	-1.0	-1.2	-0.3
O=C(O)/C=C\c1ccccc1Oc1cccc(Cl)c1	-2.9	1.7	1.3	-4.9	5.0	-0.3	-1.7	0.3	-1.1	-0.2	0.2
C[C@@H]1NS(=O)(=O)c2cccc(Cl)c2O[C@@H]1c1ccccc1	0.6	nt	0.2	-5.3	3.5	-1.5	-1.9	-4.1	-1.4	nt	1.0
CC(C)C[C@H](NC(=O)c1ccc(Cl)c(Cl)c1)C(=O)N1CCC[C@H]1C(=O)NCc1ccccc1	0.3	nt	-2.5	-6.5	8.3	0.1	-0.3	-1.6	-0.3	nt	-0.6
Cc1cc2c(cc1S(=O)(=O)NCc1ccc(Cl)cc1)OCC(=O)N2	-0.1	2.1	-4.8	-16.7	-11.2	1.4	-2.4	-0.1	-1.3	0.6	-0.4
COC(=O)C1CCN(S(=O)(=O)CCNC(=O)c2cccc(OC)c2)CC1	1.3	1.0	-0.3	-6.4	1.6	-2.1	-0.4	-1.6	-1.1	-0.3	1.3
CCOc1ccc(NC(=O)CSc2nnc(Cn3cnc([N+](=O)[O-])n3)n2CC)cc1	0.1	-0.1	0.1	2.3	-0.9	3.5	2.8	-6.4	-1.5	-0.3	-1.8
O=C(Nc1ccon1)c1sc2ccccc2c1Cl	5.6	2.8	1.2	-1.2	0.5	11.2*	4.5	8.2	-0.7	1.6	1.3
CCC(CC)COC(=O)C1=C(C)NC(=O)NC1c1ccc([N+](=O)[O-])cc1 (stereo unspecified)	-0.1	0.9	-24.4	3.6	-10.9	-2.6	1.8	14.5	-1.9	-0.8	0.3
Clc1cccc(CSc2ncnc3sc4c(c23)CCCC4)c1	-2.5	nt	-4.2	0.7	7.2	0.6	-0.1	-2.4	-0.9	nt	-1.3
Cc1cccc2cc(COC(=O)C(C)(C)C)c(=O)[nH]c12	0.3	0.6	1.2	5.2	3.6	-1.2	-1.5	-9.7	-1.5	-0.6	-0.1
O=C1c2ccncc2C(=O)N1Cc1cccc(Cl)c1	-1.4	2.1	6.0	3.2	0.4	-1.5	-0.3	-13.9	-1.0	-0.4	-0.2
COc1ccc(OCC(=O)Nc2ccc3c(c2)nc2n3CCSC2)cc1	-3.6	0.2	4.4	0.5	1.9	-4.0	-1.5	-17.0	-1.2	-1.1	-1.1
COc1cc(CCC(=O)Nc2ncc(C)s2)cc(OC)c1OC	-1.0	0.2	-4.9	1.0	-1.8	1.5	-1.1	-6.8	-0.9	-0.2	-0.3
O=C(Nc1ccc(C(=O)N2CCCCC2)cc1)c1cccs1	2.9	4.3	-0.6	-2.8	-4.8	3.0	-0.5	-4.9	-0.5	-0.1	0.1
CC1Cc2ccccc2N1C(=O)CSc1nnc(-c2ccc(S(=O)(=O)N3CCCC3)cc2)n1C (stereo unspecified)	-2.1	1.2	-2.5	-6.3	-1.3	-0.8	-1.6	-0.3	-1.7	-1.6	-1.2
COc1cccc(C(=O)O/N=C(\C)c2cnccn2)c1	3.6	0.1	-3.8	0.9	-2.3	-1.0	-0.3	-4.8	-1.5	-0.2	0.3
CCCOC(=O)C1C2C=C[C@]3(CN(CCc4ccccc4)C(=O)[C@H]13)O2 (stereo partly specified)	-3.0	2.0	1.1	-1.1	5.5	-1.5	0.8	7.1	-1.0	-0.1	0.2
COc1ccccc1N1CCN(C(CNC(=O)c2ccc3c(c2)OCO3)c2cccnc2)CC1 (stereo unspecified)	-0.8	1.5	10.3	5.0	6.4	-1.7	-1.2	-6.3	-1.0	-1.4	-1.0
O=C1NC[C@H](CCCCN2C[C@H](Cc3ccc(O)cc3)N(CCC3CCCCC3)C(=O)C2=O)N(CCC2CCCCC2)C1=O	-2.6	nt	0.7	8.6	3.9	2.0	-1.0	-5.5	-1.5	nt	0.7
COc1ccc(N2CCN(C(=O)CN(C)S(=O)(=O)c3cccs3)CC2)cc1	-2.6	1.1	2.4	-0.1	-2.0	0.9	-0.3	-2.9	-1.4	0.0	0.0
CCOc1ccc(CCNC(=O)c2cc3c(s2)CS(=O)(=O)C3)cc1OCC	-4.7	-1.3	-1.5	0.1	4.9	-0.8	-0.2	1.4	-1.2	0.1	-0.2
COc1cc2ccnc(Cc3cccc(OC)c3OC)c2cc1OC	-1.9	4.7	12.1	-2.1	7.7	-5.8	-4.3	1.1	-2.3	-3.0	-2.6
Cc1cc(C)cc(Oc2ccc(S(=O)(=O)N3CCN(C)CC3)cn2)c1	-1.3	0.2	0.4	-9.7	0.3	1.3	1.9	0.8	-1.3	1.8	0.1
CCOC(=O)c1c(C)[nH]c(C(=O)COC(=O)c2ccccn2)c1C	-0.8	4.0	9.3	7.7	0.5	-2.5	-2.4	-1.9	-1.2	0.0	0.7
CCN(CC)S(=O)(=O)c1cccc(-c2n[nH]c(=S)n2/N=C/c2ccc(OC(F)F)cc2)c1	0.0	4.7	2.4	-21.8	-14.9	-3.3	0.4	20.4*	-1.4	-0.1	-0.6
NC(=O)CSc1nnc(-c2ccccc2)c(-c2ccccc2)n1	-2.5	0.9	-2.7	5.2	1.0	1.6	-1.4	-1.4	-1.1	-1.2	0.0
O=C(c1ccccc1)c1nc[nH]c1C(=O)Nc1ccccc1	2.0	1.6	6.4	-8.4	-11.6	0.9	0.0	2.1	-1.6	1.4	0.2
CCC(C)c1ccc(NC(=S)NC(C)C2CCCO2)cc1 (stereo unspecified)	-0.5	0.7	3.7	4.8	-2.4	-2.2	-1.7	-7.9	-1.1	0.8	0.3
Cc1[nH]nc2c1C(c1cc(Br)cs1)C(C#N)=C(N)O2 (stereo unspecified)	-2.2	2.9	2.8	5.3	7.0	-0.4	-2.1	0.2	-1.3	-0.8	-0.9

Arranged by the number under DAX1 inh-1 (largest number first): three of the compounds above
canonical_smiles	DAX1 inh-1
CCCOC(=O)C1C2C=C[C@]3(CN(CCc4ccccc4)C(=O)[C@H]13)O2 (stereo partly specified)	-0.1
CC(O)CN(CC(C)O)c1ccc2c(c1)Cc1cc([N+](=O)[O-])ccc1-2 (stereo unspecified)	-1.3
COc1cc2ccnc(Cc3cccc(OC)c3OC)c2cc1OC	-3.0

Compound activity (PubChem BioAssay)
